# Screens deposited in PubChem by several laboratories.
# NSD2 inh: NSD2 (human) methyltransferase inhibition; inhibition, % at 12.5 µM; 310,000 compounds, 0.54% hits; O96028; NSD2 peptide methylation, AlphaScreen, 120 min; in the data active = inhibition above about 50%
# HTR5A ag ctr: counter-screen for OPRM1-OPRD1 agonists: human HTR5A agonism; HTR5A agonist assay, luminescence, cell-based; activation, % at 9.3 µM; 340,000 compounds, 0.61% hits; in the data active = activation mostly above about 9.5%, no sharp cut-off; inactive = mostly below about 7.6%;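 also: 0% = cells with vehicle only and 100% = reference agonist; strong numbers were not always called active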
# Target sequence (P47898 whole entry, looked up): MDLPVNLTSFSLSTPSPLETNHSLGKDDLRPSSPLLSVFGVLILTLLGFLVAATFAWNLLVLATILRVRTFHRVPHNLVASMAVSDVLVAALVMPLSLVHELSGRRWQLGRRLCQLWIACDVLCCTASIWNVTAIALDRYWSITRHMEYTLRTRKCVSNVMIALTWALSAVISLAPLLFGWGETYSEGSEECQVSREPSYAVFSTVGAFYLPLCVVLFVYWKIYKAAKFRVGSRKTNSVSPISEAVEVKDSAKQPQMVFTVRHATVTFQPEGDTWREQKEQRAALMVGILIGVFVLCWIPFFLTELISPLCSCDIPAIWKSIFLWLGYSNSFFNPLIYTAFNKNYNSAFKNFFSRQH
# MITF act: increases MITF-driven TRPM1 promoter luciferase signal; SK-MEL-5 TRPM1-promoter luciferase, 24 h; % of positive control, neutral wells = 0; activation, % at 12.5 µM; 300,000 compounds, 0.75% hits;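 active = mean activation of at least 80% with every replicate also reaching 80%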;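 also: 0% = neutral control wells and 100% = parthenolide positive control wells; values of inactives mirror those of a sister screen read the other way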
# PvdQ inh: P. aeruginosa PvdQ acylase inhibition; purified PvdQ acylase, fluorescence plate reader; inhibition, % at 10 µM; 340,000 compounds, 0.063% hits; in the data active = inhibition above about 30%, passing the limit was not always enough;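 also: 0% = vehicle neutral wells and 100% = reference inhibitor wells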
# HTR5A inv ctr: HTR5A inverse agonism, opioid heterodimer counter-screen. P47898. HTR5A cell line, luminescence. inhibition, % at 9.3 µM. 340,000 compounds, 0.083% hits; in the data active = inhibition mostly above about 23%, no sharp cut-off; inactive = mostly below about 18%;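 also: 0% = cells with DMSO and 100% = no-cell wells with DMSO; some compounds called inactive have numbers as strong as hits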
# dFosB activator: enhances mouse delta FosB homodimer DNA binding; P13346; purified delta FosB, TAMRA-CDK5 oligo fluorescence polarization; percent of positive-control signal above neutral wells; activation, % at 25 µM; 340,000 compounds, 0.99% hits; AID 493131;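 active = mean activation above about 17%, with every replicate also reaching it, limit read from the data, passing the limit was not always enough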;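 also: fluorescence polarization rise as delta FosB binds a TAMRA Cdk5 AP-1 oligo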
# Wnt act: activates Wnt/beta-catenin signaling in a reporter cell assay; activator, plate reader; activation, % at 9.35 µM; 300,000 compounds, 1.2% hits; in the data active = activation above about 30%, passing the limit was not always enough;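 also: 0% = neutral control wells and 100% = positive control wells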
# V-ATPase pHluor: regulators of yeast V-ATPase proton transport; AID 504577; 350,000 compounds, 0.37% hits; S. cerevisiae, pHLuorin cytosolic pH fluorescence; response, % at 10 µM; in the data active = response mostly above about 7.3%, no sharp cut-off; inactive = mostly below about 5.4%; also: actives read high; inactives centre near 0; some compounds called inactive have numbers as strong as hits; reference of the scale not given here
# CDK5 p35 inh: blocks human CDK5/p35 kinase activity. Q00535+Q15078. inhibition, % at 10 µM. AID 488839. 330,000 compounds, 0.01% hits. Recombinant CDK5/p35, ADP-Glo luminescence, 60 min;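 active = highest replicate inhibition of at least 50% and at least 75% of replicates reaching 50%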;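 also: plate controls were DMSO neutral control for no effect and GW8510 at 10 µM for full effect; many of its hits are not listed in these tables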
# Target sequence (Q00535 whole entry, looked up): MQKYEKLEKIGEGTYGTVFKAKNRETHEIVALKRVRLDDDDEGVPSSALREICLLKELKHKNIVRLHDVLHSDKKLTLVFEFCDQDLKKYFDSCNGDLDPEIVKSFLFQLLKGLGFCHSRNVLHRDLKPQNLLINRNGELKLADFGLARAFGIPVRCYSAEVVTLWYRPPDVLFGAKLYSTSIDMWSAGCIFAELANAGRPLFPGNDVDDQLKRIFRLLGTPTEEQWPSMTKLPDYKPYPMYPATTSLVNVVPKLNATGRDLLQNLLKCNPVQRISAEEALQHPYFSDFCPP
# Target sequence (Q15078 whole entry, looked up): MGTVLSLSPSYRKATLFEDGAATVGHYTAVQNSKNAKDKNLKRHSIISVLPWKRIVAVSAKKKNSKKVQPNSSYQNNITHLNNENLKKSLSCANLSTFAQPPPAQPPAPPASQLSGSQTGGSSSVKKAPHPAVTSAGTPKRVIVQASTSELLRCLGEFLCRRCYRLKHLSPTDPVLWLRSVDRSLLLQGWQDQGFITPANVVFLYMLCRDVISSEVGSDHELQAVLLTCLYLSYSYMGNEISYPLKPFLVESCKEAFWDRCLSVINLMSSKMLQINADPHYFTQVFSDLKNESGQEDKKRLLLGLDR
# SR-BI HDL uptake: mouse SR-BI HDL lipid transfer inhibition; 320,000 compounds, 0.96% hits; inhibition, % at 12.5 µM; AID 488896; Q61009; ldlA[mSR-BI] CHO cells, DiI-HDL uptake fluorescence, 3 h;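 active = mean replicate inhibition of at least 70% and a set share of replicates each scoring 70 or more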;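 also: 0% = median of neutral control wells and 100% = median of positive control wells; values of inactives mirror those of a sister screen read the other way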
# Starred values were filed as active, the others as inactive; / = not tested or not shown. Compounds were not picked by outcome (roughly 5% active in at least one column).
SMILES,NSD2 inh,HTR5A ag ctr,MITF act,PvdQ inh,HTR5A inv ctr,dFosB activator,Wnt act,V-ATPase pHluor,CDK5 p35 inh,SR-BI HDL uptake
C=CCN1C(=O)N(CC=C)c2cccc3cccc1c23,0,1,7,-18,-2,-4,3,0,0.5,-7
Cc1ccc2nc(NC(=O)Cn3nc(C)c([N+](=O)[O-])c3C)sc2c1,2,-1,-4,9,-24,2,-2,7,-0.2,-24
O=C(NCc1ccco1)c1ccc2c(c1)C(=O)N(Cc1ccccc1)C2=O,-4,2,/,0,-12,0,/,2,0.3,4
O=C(Nc1ccc(S(=O)(=O)Nc2nccs2)cc1)/C(=C/c1ccccc1Cl)NC(=O)c1ccccc1,2,1,4,-4,0,-8,-1,0,-2.9,-27
O=C(CCC(=O)N1CCOc2ccc(Cl)cc21)NCc1ccccc1,/,-1,/,-14,-10,-6,-2,0,-0.4,-13
CC(=O)c1cccc(NC(=O)c2ccc(NS(=O)(=O)c3c(C)noc3C)cc2)c1,/,6,-7,-10,-31,-7,1,6,0.3,14
O=C(Nc1ccccc1[N+](=O)[O-])c1cc2ccccc2nc1Cl,-1,-1,10,-15,2,-9,1,0,0.2,-7
O=C(Nc1nc(-c2cccc3ccccc23)cs1)c1ccc2c(c1)S(=O)(=O)c1ccccc1C2=O,-1,5,-61,-11,2,-5,10,21*,2.9,73*
Cc1ccccc1NC(=O)CSCc1nc(N)nc(Nc2ccccc2C)n1,-3,-1,15,13,9,-10,1,6,0.5,-10
CCOC(=O)COc1cccc2c(=O)n(CC(N)=O)ccc12,1,5,10,-5,-11,0,-2,3,1.5,-7
Cc1cc(OC(=O)c2c(C)cc(OC(=O)c3c(C)cc(O)cc3O)cc2O)cc(O)c1C(=O)O,/,-2,/,10,-8,-13,1,2,0.7,-2
CCc1[nH]nc(C(=O)N2CCCC(C(=O)c3cccc(OC(C)C)c3)C2)c1C (centres undefined),-4,1,7,1,-5,-13,2,2,-0.7,4
Cc1ccc2oc(=O)n(CC(=O)OCCC(C)C)c2c1,-5,-4,6,5,12,-11,1,-1,0.1,-6
Cc1ccc(Cl)cc1N(CC(=O)NCc1ccccc1)S(C)(=O)=O,-1,-3,/,-7,9,-8,0,4,-1.7,-25
COC(=O)c1c(-c2cc(C)ccc2C)csc1NC(=O)C1CC=CCC1C(=O)O (centres undefined),3,-5,-1,-16,13,-6,-1,-1,0.4,-13
COc1ccccc1CNS(=O)(=O)c1c(C(=O)N2CCCCCC2)c(C)n(C)c1C,-2,-3,0,-20,12,-4,-1,1,-1.6,-14
O=C(NCCN1CCN(c2ccccc2F)CC1)C1c2ccccc2C(=O)N2CCc3ccccc3C12 (centres undefined),-1,2,-2,-9,4,-2,1,1,0.0,-5
NS(=O)(=O)c1ccc(CCNc2ccc(C(F)(F)F)cn2)cc1,-1,4,/,-15,-11,-9,1,8,3.6,/
CN(c1ccccc1)S(=O)(=O)c1cccc(C(=O)NNC(=O)c2ccccc2)c1,-1,1,-3,-20,18,-5,2,-2,-1.2,16
COc1ccc(CNC/C=C/c2ccccc2)cc1,21,-3,/,0,11,3,-1,1,-0.3,-19
CC(c1nc2ccccc2c(=O)[nH]1)N(C)c1ccc2ccccc2c1 (centres undefined),3,3,-52,-9,-20,-4,21,4,0.4,12
CCN(c1ccc(OC)cc1)S(=O)(=O)c1nnc(NC(=O)CC(C)C)s1,0,7,-1,3,-26,7,-4,3,-0.4,7
Cc1cc(C)cc(N(C(=O)c2cccs2)C2C=CS(=O)(=O)C2)c1 (centres undefined),-1,-1,-2,13,-7,-1,3,-1,1.2,-13
C/C(=N\NC(N)=S)c1ccc(-n2ccnc2)cc1,0,8,-9,-10,-22,0,2,-2,0.0,66
CCN(CC(=O)Nc1c(F)cccc1F)C(=O)/C=C/c1ccc(C)cc1,0,8,77,-3,-19,-10,24,-3,-9.0,6
Cc1ccc(OCCCC(=O)N(C)CC(=O)Nc2ccccc2Br)cc1,-1,1,6,-14,-2,-15,1,0,1.0,0
C/C(=N\NC(=O)c1ccc(-n2cnnn2)cc1)c1ccc(Cl)cc1,-2,1,3,22,-3,3,2,-1,1.3,-16
CCCS(=O)(=O)N1CCCC(C(=O)NCCCN(C)c2ccccc2)C1 (centres undefined),-1,-3,8,-12,-10,-3,/,2,-1.7,29
C=CCN(c1ccc(C(=O)N2CCN(c3ccc(F)cc3)CC2)cc1)S(C)(=O)=O,-4,0,14,1,0,-5,/,-5,-0.5,28
CNc1ccc(S(=O)(=O)NCC(=O)NCCCc2ccccc2)cc1[N+](=O)[O-],18,3,-6,-10,-11,-9,1,-2,-1.4,13
COc1ccc(/C=C/C(=O)OCC(=O)Nc2ccc(S(N)(=O)=O)cc2)cc1OC,-2,-1,-11,-6,9,0,-2,-2,-2.3,18
Cn1c(O)c(N=NC(=O)c2cc(-c3cccs3)nc3ccccc23)c2ccccc21,0,2,-3,-16,-6,3,-6,0,1.4,30
O=C(N/N=C/c1ccc(OC(F)F)cc1OC(F)F)c1ccc(Br)cc1,-3,-1,19,-7,3,-16,0,1,1.2,53
Cc1ccc(NC2OC(CO)C(O)C2O)cc1[N+](=O)[O-] (centres undefined),2,0,12,5,-8,3,/,-2,0.1,-10
COC(=O)[C@@]12CCCCN1[C@H](c1ccc(-c3cc(C(C)=O)cs3)c(OC)c1)[C@H]1C(=O)N(C)C(=O)[C@H]12,/,-4,12,-6,-22,3,-2,3,2.8,65
CCN1CCC(NC(=O)c2cc(OC)c(OC)cc2OC)CC1,/,0,-2,-9,-33,5,0,0,1.6,-35
C/C(=N\NC(=O)C1CC1c1ccccc1)c1ccc(C)s1 (centres undefined),0,-1,-3,3,-17,-4,/,4,-0.6,0
O=C(NNC(=S)Nc1ccc(Cl)cc1Cl)C1CC1,-2,-3,12,-16,10,1,/,1,-1.8,-4
COc1ccc(S(=O)(=O)N2CCOCC2)cc1NC(=O)c1cc2ccccc2o1,1,2,-2,0,-16,-21,-1,1,0.4,26
Cc1ccc(S(=O)(=O)N2CCN(CC(=O)N/N=C\c3ccncc3)CC2)cc1,/,4,10,-9,-10,-6,-1,4,1.2,0
Cc1cc(C)c(S(=O)(=O)Nc2nnc(C)s2)c(C)c1,/,-6,-1,1,15,-1,/,4,-2.0,-23
CCOC(=O)N1CCN(C(=O)C2CCC(=O)N(CCCc3ccccc3)C2)CC1 (centres undefined),0,-1,-2,-4,4,-4,-1,4,1.1,3
O=C(c1ccc(-c2ccccc2Cl)s1)N1CCOCC1,/,3,92*,-15,7,-7,10,6,-1.4,13
CSc1cccc(NC(=O)Cn2cnc(S(=O)(=O)N3CCCC3)c2)c1,0,0,-10,-1,8,-3,0,-1,-0.8,-4
COc1cc(C(=O)NCCOc2cc(C)cc(C)c2)c(Br)c(OC)c1OC,-4,-1,-18,-7,9,-4,/,-8,-1.3,43
O=C(Cn1nnc(-c2cc(Cl)ccc2-n2cnnn2)n1)N1CCCc2ccccc21,28,-3,-1,11,7,1,/,7,2.3,37
CCCCNCc1cc(Br)c(OCC(=O)N2CCOCC2)c(OC)c1,-1,-1,2,-12,-21,-7,/,3,3.1,-22
O=[N+]([O-])c1cc(S(=O)(=O)N2CCCC2)ccc1N/N=C/c1ccccn1,-3,2,21,-14,-14,-6,1,/,-1.8,5
CC(=O)c1sc(NC(=O)c2ccccc2F)nc1C,/,1,50,-8,-4,-11,12,-1,-3.2,17
COc1ccc(S(=O)(=O)N2CCOC2CNC(=O)C(=O)NCc2ccccc2OC)cc1 (centres undefined),0,-1,-5,-20,4,-5,-1,-3,-2.2,13
O=C(CCCCCn1c(SCc2ccncc2)nc2ccccc2c1=O)NCc1ccco1,/,-6,/,-15,-11,-12,-2,0,-0.3,-11
O=C(COC(=O)c1cnccn1)c1ccc(Cl)c([N+](=O)[O-])c1,1,-6,-11,-12,13,-1,0,3,-0.7,2
COc1ccc(NC2CCCN(C(=O)c3cccs3)C2)cc1 (centres undefined),0,0,18,-11,0,-6,-1,0,0.9,5

# 18 of the compounds above, bar-delimited.
Structure | NSD2 inh | HTR5A ag ctr | MITF act | PvdQ inh | HTR5A inv ctr | dFosB activator | Wnt act | V-ATPase pHluor | CDK5 p35 inh | SR-BI HDL uptake
O=C(N/N=C/c1ccc(OC(F)F)cc1OC(F)F)c1ccc(Br)cc1 | -3 | -1 | 19 | -7 | 3 | -16 | 0 | 1 | 1.2 | 53
Cc1ccc(NC2OC(CO)C(O)C2O)cc1[N+](=O)[O-] (centres undefined) | 2 | 0 | 12 | 5 | -8 | 3 | / | -2 | 0.1 | -10
COC(=O)[C@@]12CCCCN1[C@H](c1ccc(-c3cc(C(C)=O)cs3)c(OC)c1)[C@H]1C(=O)N(C)C(=O)[C@H]12 | / | -4 | 12 | -6 | -22 | 3 | -2 | 3 | 2.8 | 65
CCN1CCC(NC(=O)c2cc(OC)c(OC)cc2OC)CC1 | / | 0 | -2 | -9 | -33 | 5 | 0 | 0 | 1.6 | -35
C/C(=N\NC(=O)C1CC1c1ccccc1)c1ccc(C)s1 (centres undefined) | 0 | -1 | -3 | 3 | -17 | -4 | / | 4 | -0.6 | 0
O=C(NNC(=S)Nc1ccc(Cl)cc1Cl)C1CC1 | -2 | -3 | 12 | -16 | 10 | 1 | / | 1 | -1.8 | -4
COc1ccc(S(=O)(=O)N2CCOCC2)cc1NC(=O)c1cc2ccccc2o1 | 1 | 2 | -2 | 0 | -16 | -21 | -1 | 1 | 0.4 | 26
Cc1ccc(S(=O)(=O)N2CCN(CC(=O)N/N=C\c3ccncc3)CC2)cc1 | / | 4 | 10 | -9 | -10 | -6 | -1 | 4 | 1.2 | 0
Cc1cc(C)c(S(=O)(=O)Nc2nnc(C)s2)c(C)c1 | / | -6 | -1 | 1 | 15 | -1 | / | 4 | -2.0 | -23
CCOC(=O)N1CCN(C(=O)C2CCC(=O)N(CCCc3ccccc3)C2)CC1 (centres undefined) | 0 | -1 | -2 | -4 | 4 | -4 | -1 | 4 | 1.1 | 3
O=C(c1ccc(-c2ccccc2Cl)s1)N1CCOCC1 | / | 3 | 92* | -15 | 7 | -7 | 10 | 6 | -1.4 | 13
CSc1cccc(NC(=O)Cn2cnc(S(=O)(=O)N3CCCC3)c2)c1 | 0 | 0 | -10 | -1 | 8 | -3 | 0 | -1 | -0.8 | -4
COc1cc(C(=O)NCCOc2cc(C)cc(C)c2)c(Br)c(OC)c1OC | -4 | -1 | -18 | -7 | 9 | -4 | / | -8 | -1.3 | 43
O=C(Cn1nnc(-c2cc(Cl)ccc2-n2cnnn2)n1)N1CCCc2ccccc21 | 28 | -3 | -1 | 11 | 7 | 1 | / | 7 | 2.3 | 37
CCCCNCc1cc(Br)c(OCC(=O)N2CCOCC2)c(OC)c1 | -1 | -1 | 2 | -12 | -21 | -7 | / | 3 | 3.1 | -22
O=[N+]([O-])c1cc(S(=O)(=O)N2CCCC2)ccc1N/N=C/c1ccccn1 | -3 | 2 | 21 | -14 | -14 | -6 | 1 | / | -1.8 | 5
CC(=O)c1sc(NC(=O)c2ccccc2F)nc1C | / | 1 | 50 | -8 | -4 | -11 | 12 | -1 | -3.2 | 17
COc1ccc(S(=O)(=O)N2CCOC2CNC(=O)C(=O)NCc2ccccc2OC)cc1 (centres undefined) | 0 | -1 | -5 | -20 | 4 | -5 | -1 | -3 | -2.2 | 13
